From PubChem
aSyn rescue – qHTS of alpha-syn Inhibitors | AID 652106, 2013 | Yeast expressing alpha-synuclein, growth rescue, BacTiter-Glo, 24 h | Potency, µM (titrated, usually from 46.1 µM), for the others: at the highest dose growth rescue (activation), actives largely listed as activators | 370,000 tested, 0.14% active; also: % of control where 0% means no effect; nearly all actives have a fitted effect of over 65% in size
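Galactose-induced alpha-syn yeast (OD600=0.02, raffinose-pregrown) + pinned cpd, 24 hr, 30 deg C; growth by BacTiter-Glo luminescence. Growth restoration scores as activation.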
FUS suppressor – qHTS for Suppressors of FUS Proteinopathy: Primary screen using FUS-linked yeast assay; AID 1347120, 2019; 390,000 tested, 0.24% active; S. cerevisiae FUS-expressing, growth rescue, OD600, 24 h; Potency, µM (titrated, usually from 76.6 µM), for inactives: at the top dose growth rescue (activation), actives largely listed as activators;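 also: plate controls were DMSO vehicle for no effect and reference control for full effect; nearly all actives have a fitted effect of over 55% in size; some results filed as inactive show a strong effect at the top dose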
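FUS-expressing yeast, raffinose-pregrown, induced in 2% galactose minimal medium at OD 0.005; compounds in a dilution series, 24hr at 30C. Growth restoration read as absorbance at 600 nm. CP55940 positive control, DMSO negative.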
EPAC2 antag – qHTS for Antagonist of cAMP-regulated guanine nucleotide exchange factor 2 (EPAC2): primary screen | Rap guanine nucleotide exchange factor 4 (Homo sapiens), Q8WZA2 | 360,000 tested, 0.18% active | Potency, µM (top dose mostly 114 µM), for the others: top-dose activity, negative = inhibition, usual class: inhibitors | EPAC2 GEF exchange of Rap1B-BODIPY-GDP, fluorescence; also: % is scaled to controls: 0 for no effect and ±100 for the full control effect; nearly all actives have a fitted effect of over 45% in size; many of its hits are not listed in these tables
EPAC2 agonist – qHTS for Agonist of cAMP-regulated guanine nucleotide exchange factor 4 (EPAC2): primary screen. 360,000 tested, 0.079% active. Rap guanine nucleotide exchange factor 4 (Homo sapiens), Q8WZA2. Potency, µM (highest dose often 154 µM), for inactives: at the highest dose activation, usual class: activators. EPAC2 activation, biochemical qHTS; response scale: 100% = 6.5 mM cAMP response; also: nearly all actives have a fitted effect of over 50% in size
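Compounds were titrated in qHTS against a Rap1B-BODIPY-GDP (250 nM) complex with EPAC2 (100 nM) and GDP (50 uM). BODIPY-GDP release tracked at 480/540 nm over 30 min at room temperature, normalized to 6.5 mM cAMP.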
PTHR1 ag – qHTS for PTHR1 Agonists: Primary Screen. HEK293 GP2 PTHR1 cells, GloSensor cAMP luminescence, 1 h. Potency, µM (highest dose often 115 µM), for the others: at the top dose activation, hits mostly activators. Parathyroid hormone/parathyroid hormone-related peptide receptor (Homo sapiens), Q03431. 410,000 tested, 0.075% active; also: nearly all actives have a fitted effect of over 55% in size; some results filed as inactive show a strong effect at the top dose; inactives centre near -15; many of its hits are not listed in these tables
Target sequence (Q03431 whole entry, looked up): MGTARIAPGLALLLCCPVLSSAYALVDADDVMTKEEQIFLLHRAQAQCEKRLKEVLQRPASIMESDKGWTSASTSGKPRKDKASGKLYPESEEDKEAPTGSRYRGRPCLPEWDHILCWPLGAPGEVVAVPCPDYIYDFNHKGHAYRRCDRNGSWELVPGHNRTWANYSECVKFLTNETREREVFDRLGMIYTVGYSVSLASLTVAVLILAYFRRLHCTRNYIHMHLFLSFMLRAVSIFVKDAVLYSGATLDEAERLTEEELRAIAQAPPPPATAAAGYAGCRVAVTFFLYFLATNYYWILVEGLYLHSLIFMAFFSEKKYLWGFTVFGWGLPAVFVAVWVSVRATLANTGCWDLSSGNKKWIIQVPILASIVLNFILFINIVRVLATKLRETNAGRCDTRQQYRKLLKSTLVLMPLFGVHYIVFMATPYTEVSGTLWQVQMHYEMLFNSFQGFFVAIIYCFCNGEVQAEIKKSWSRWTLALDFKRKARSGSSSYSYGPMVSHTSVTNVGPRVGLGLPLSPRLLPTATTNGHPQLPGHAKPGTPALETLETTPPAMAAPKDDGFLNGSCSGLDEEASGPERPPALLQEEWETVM
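HEK-293-derived GP2 cells expressing PTHR1 and a GloSensor cAMP reporter, 3,000/well, plated overnight, given luciferin plus IBMX (each 0.5 mM as added) for 1 h at 37 °C, then compound for 1 h at 37 °C. Luminescence was read after 15 min at room temperature.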
EPAC1 agonist – qHTS for Agonist of cAMP-regulated guanine nucleotide exchange factor 3 (EPAC1): primary screen; Rap guanine nucleotide exchange factor 3 (Homo sapiens), O95398; Potency, µM (series often up to 154 µM), for the others: at the top dose activation, usual class: activators; 360,000 tested, 0.073% active; EPAC1 agonist qHTS, biochemical assay; response scale: 100% = response to 6.5 mM cAMP; also: nearly all actives have a fitted effect of over 60% in size
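Nucleotide exchange by EPAC1 (100 nM) on Rap1B–BODIPY-GDP (250 nM) in the presence of 50 uM GDP is tracked fluorescently at 480/540 nm over 30 min. Signals are normalized to a 6.5 mM cAMP control.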
TDP-43 yeast inh – qHTS of TDP-43 Inhibitors; TDP-43 expressing yeast growth rescue, BacTiter-Glo, 24 h; Potency, µM (doses to about 46.1 µM), for the others: top-dose growth rescue (activation), most hits filed as activators; 410,000 tested, 1.8% active; also: % of control where 0% means no effect; nearly all actives have a fitted effect of over 50% in size
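Luminescence from BacTiter-Glo reports growth of TDP-43-expressing yeast after 24 hr at 30 deg C with compound. Cells were raffinose-pregrown to mid-log, then seeded in galactose medium at OD600=0.02.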
EPAC1 antagonist – qHTS for Antagonist of cAMP-regulated guanine nucleotide exchange factor 3 (EPAC1): primary screen; EPAC1 GEF assay, Rap1b-BODIPY-GDP exchange fluorescence; 360,000 tested, 0.14% active; Rap guanine nucleotide exchange factor 3 (Homo sapiens), O95398; Potency, µM (series often up to 115 µM), without a hit: top-dose activity change, negative = inhibition, most hits filed as inhibitors;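 also: plate controls were vehicle for no effect and positive control for full effect; nearly all actives have a fitted effect of over 50% in size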
* marks the source's active call; other numbers are inactive results; i = inactive; ? = inconclusive; nt = not tested or not shown; & = joins results of further samples; [ ] = remark or other dose. Calls follow the shape of the dose curve; as a rule, active = well fitted curve in the direction sought with a large enough effect; inconclusive = small, poorly fitted or top-dose-only effect, or another doubt; inactive = no such curve, though single readings can be large; an effect the other way counts as inactive or inconclusive. Potency is read from the fitted curve at half-maximal effect. These rows are one share of the data; rates above refer to the full screens.

#	smiles	EPAC2 antag	EPAC1 antagonist	aSyn rescue	FUS suppressor	TDP-43 yeast inh	EPAC2 agonist	PTHR1 ag	EPAC1 agonist
1	CN1C(=O)CC(C(=O)Nc2ccccc2F)SC1=Nc1ccc2c(c1)OCO2 (centres undefined)	9.9%	-10.5%	7.4%	6.6%	-0.4%	-3.7%	i	-9.8%
2	NC(=O)c1ccccc1NC(=O)COC(=O)C1(c2ccccc2)CC1	-16.8%	-19.8%	-3.2%	4.6%	-2.0%	9.1%	-29.9%	-1.5%
3	CCN(c1ccccc1)S(=O)(=O)c1ccc(Cl)c(C(=O)NCc2ccco2)c1	-1.3%	1.6%	8.5%	nt	-18.3%	5.3%	i	4.8%
4	Cc1ccc(S(=O)(=O)c2nc(-c3ccccc3Cl)oc2N2CCN(C)CC2)cc1	-2.6%	-21.5%	9.5%	2.2%	5.3%	6.6%	i	7.1%
5	CCc1ccc(/C=N/NC(=O)c2ccc(OC3CCCC3)cc2)s1	-1.5%	-19.1%	8.9%	24.0%	9.2%	0.9%	i	-3.6%
6	CCc1ccccc1NC(=O)CN(C)C(=O)COc1ccc(C)nc1[N+](=O)[O-]	-4.6%	-16.9%	4.0%	nt	-3.5%	-6.5%	-18.9%	-3.1%
7	Cc1ccc(C(=O)N/C(=C/c2ccco2)C(=O)N2CCCCC2)cc1	-8.3%	13.1%	12.9%	?	1.8%	0.9%	i	5.4%
8	COc1ccccc1/C=C\C=N\n1c(C2CCCCC2)n[nH]c1=S	-0.3%	13.1%	nt	11.0%	25.1%	6.8%	-13.8%	13.9%
9	CC(=O)c1cccc(NC(=O)/C(=C\c2ccco2)NC(=O)c2ccco2)c1	-6.1%	3.9%	-0.3%	13.4%	6.3%	4.4%	i	7.0%
10	COc1ccc(CCN(C)C(=O)CNC(=O)Cc2cccc3ccccc23)cc1OC	8.4%	4.7%	1.0%	9.8%	3.6%	7.3%	i	3.5%
11	COc1cccc(N(CC(=O)NCCSc2ccccn2)S(=O)(=O)c2ccccc2)c1	-24.7%	-18.7%	11.3%	-11.4%	-25.2%	1.2%	?	-7.0%
12	COc1cccc(NC(=O)CN(C)C(C)C(=O)Nc2cc([N+](=O)[O-])ccc2Cl)c1 (centres undefined)	4.9%	-23.5%	-2.9%	15.9%	18.8%[9.22 µM]	3.7%	-28.9%	-6.7%
13	CCOc1nc(NC(=O)NS(=O)(=O)Oc2cccc(Cl)c2)nc(-c2ccccc2)n1	-6.2%	-5.3%	2.5%&-8.0%	-23.8%&-22.1%	?	-16.3%	?	4.6%
14	Cc1cccc(NC(=O)c2nc[nH]c2C(=O)NC[C@H](C)O)c1	4.8%	12.1%	0.1%	-6.4%	14.8%	0.1%	-14.3%	-3.6%
15	Cc1ccc(S(=O)(=O)N/N=C\c2cn(CC(N)=O)c3ccccc23)cc1C	-1.1%	7.2%	-5.0%	nt	-14.4%	4.2%	-18.2%	3.8%
16	O=C(c1cccs1)N1CCN(Cc2nc3ccccc3c(=O)[nH]2)CC1	14.9%	13.2%	1.4%	11.2%	-4.1%	1.1%	i	0.3%
17	Cc1ccc(CNC(=O)CNS(=O)(=O)c2ccc3c(c2)C(C)(C)C(=O)N3C)cc1	2.1%	0.8%	4.9%	-15.5%	15.2%	0.7%	-1.2%	-1.2%
18	O=C(Nc1ncc2c(n1)-c1ccccc1OC2)c1ccc(Cl)cc1Cl	-1.3%	-2.4%	-0.9%	-8.2%	9.0%	8.2%	i	3.4%
19	Cc1cc(C(=O)Nc2cnc3ccccc3c2)ccc1[N+](=O)[O-]	-2.2%	-5.1%	3.1%	-15.5%	-11.0%	6.4%	-22.1%	6.9%
20	CC(=O)Nc1ccc(S(=O)(=O)NCc2ccc(C(=O)NCCN(C)Cc3ccccc3)cc2)cc1	4.7%	-9.4%	-3.1%	-13.2%	13.4%	9.0%	-24.6%	1.3%
21	Cc1cc(C)n2nc(SCCC(=O)NCc3ccccc3)nc2n1	-1.3%	-18.6%	-2.2%	2.8%	1.9%	7.0%	i	10.3%
22	COc1cc2c(C(=O)O)c(C)n(CC(C)C)c2c2ccccc12	4.3%	-3.2%	6.3%	14.0%	-26.7%	-3.0%	-11.0%[57.5 µM]	7.1%
23	c1ccc2c(COn3nnc4ccccc43)cccc2c1	-3.2%	0.3%	2.5%	36.4%	?	20.0%	-22.7%	?
24	COc1ccc(CCNc2oc(-c3ccccc3OC)nc2C#N)cc1OC	4.5%	-4.5%	-3.7%	9.9%	-10.8%	12.6%	i	-5.2%
25	COc1ccc(OC(=O)N2CCOCC2)cc1	3.3%	-11.3%	0.4%	-16.3%	8.8%	5.2%	i	9.7%
26	CCCn1c(SCC(=O)NCCc2ccc(OC)c(OC)c2)nc2c1c(=O)n(C)c(=O)n2C	1.2%	10.0%	11.2%	3.7%	-20.7%	2.2%	i	-0.9%
27	Cc1nc(NC(=O)CSC2=NCCS2)sc1C(=O)N(C)C	9.1%	-29.2%	0.9%	?	-24.2%	4.8%	?	-18.8%
28	CC1CCN(S(=O)(=O)c2ccc(C(=O)N3CCCC3C(=O)O)cc2)CC1 (centres undefined)	-8.8%	1.1%	6.4%	-17.8%	5.5%	4.4%	27.6%	-7.1%
29	Cc1nn(-c2ccccc2)c(C)c1C(=O)OC(C)C(=O)NC1CCCCC1 (centres undefined)	11.3%	-9.0%	3.5%	9.7%	1.2%	0.0%	-14.5%	-11.3%
30	COc1ccc(C(C)=O)cc1COc1nc(C)nc2ccccc12	5.2%	9.1%	11.8%	7.5%	15.9%	-5.9%	i	-10.1%
31	CCOC(=O)c1[nH]c(C)c(C(=O)OCC(=O)NC(=O)NC(C)(C)C)c1C	1.9%	-2.8%	-1.4%	20.2%	19.4%	-5.5%	i	-4.7%
32	COc1ccc(NC(=O)c2c([N+](=O)[O-])c(C(C)(C)C)nn2C)cc1	-8.6%	7.4%	-4.6%	0.8%	8.9%	-4.9%	-19.5%	0.9%
33	O=C(O)C1CCCN1C(=O)c1cccs1 (centres undefined)	6.5%	9.7%	1.7%	-26.0%	-8.5%	-2.7%	-0.1%[57.5 µM]	-2.3%
34	O=C(Nc1ccccc1-c1ccccc1)c1cc(C(F)(F)F)cc(C(F)(F)F)c1	10.7%	10.6%	-0.5%	nt	2.4%	-5.9%	i	-4.8%
35	CC1CCCCN1c1ccc(N)cc1C(N)=O (centres undefined)	-5.4%	?	-2.5%	4.1%	-25.3%	2.1%	i	1.3%
36	CCN(CC)C(=O)Cn1cc(S(=O)(=O)CC(=O)N2CCOCC2)c2ccccc21	1.0%	-5.2%	-9.8%	8.8%	-1.7%	6.6%	-23.8%	-4.7%

Retrieved by structure from the entries so far:
#	smiles	EPAC2 antag	EPAC1 antagonist	aSyn rescue	FUS suppressor	TDP-43 yeast inh	EPAC2 agonist	PTHR1 ag	EPAC1 agonist
27	Cc1nc(NC(=O)CSC2=NCCS2)sc1C(=O)N(C)C	9.1%	-29.2%	0.9%	?	-24.2%	4.8%	?	-18.8%
25	COc1ccc(OC(=O)N2CCOCC2)cc1	3.3%	-11.3%	0.4%	-16.3%	8.8%	5.2%	i	9.7%

Further compounds follow.
#	smiles	EPAC2 antag	EPAC1 antagonist	aSyn rescue	FUS suppressor	TDP-43 yeast inh	EPAC2 agonist	PTHR1 ag	EPAC1 agonist
37	COC(=O)Cc1ccc(OC(=O)CCS(=O)(=O)c2ccc(C)cc2)cc1	-2.6%	-9.0%	6.1%	14.3%	5.3%	-1.3%	-28.5%	-2.0%
38	O=C(CN1CCOCC1)Nc1ccc(OCc2ccccc2)cc1	-2.2%	-0.4%	1.7%	15.1%	12.6%	8.3%	-10.4%[57.5 µM]	1.7%
39	COc1cc2ccccc2cc1C(=O)N1CCc2ccccc21	?	-26.0%	18.3%	9.1%	?	2.2%	-26.7%	-2.8%
40	CC(C)(O)C#Cc1ccc(C(=O)N2CCC(C(N)=O)(N3CCCCC3)CC2)cc1	3.2%	5.9%	0.3%	2.9%	8.0%	2.7%	-12.6%	-0.4%
41	COc1ccc(OCC(O)CNS(=O)(=O)c2ccc(C)cc2)cc1 (centres undefined)	-3.2%	-28.5%	15.5%	1.3%	6.4%	5.8%	-20.3%	1.0%
42	CCOc1ccc(NC(=O)CN2C(=O)C(C)SC(C)C2=O)cc1 (centres undefined)	11.8%	-4.5%	-2.7%	-5.9%	11.8%	3.8%	i	-4.0%
43	CC#CC[N+](C)(C)CCCCCCCCCC	5.0%	-6.5%	2.5%	5.7%	-1.9%[1.82 µM]	0.1%	-26.1%	2.6%
44	Cc1cc(Cl)ccc1N=C1N=C(N)c2ccccc21	6.9%	3.7%	2.2%	15.0%	20.8%	7.7%	-21.3%	-4.3%
45	COc1ccccc1NC(=O)C/C(C)=N/NC(=O)C12CC3CC(CC(C3)C1)C2	6.8%	?	-6.5%	32.5%	1.4%	3.4%	i	-2.5%
46	COc1ccc(NC(=O)NS(=O)(=O)c2ccc(C)cc2)c(OC)c1	-0.3%	4.0%	11.5%	34.2%	-13.6%	11.8%	i	-11.0%
47	COc1ccc(S(=O)(=O)N2CCCCC2)cc1NC(=O)c1cnc(C)cn1	11.2%	-4.6%	-3.8%	nt	17.2%	5.3%	i	2.7%
48	COc1ccccc1NC(=O)C12CC3CC(C1)CC(c1ccc(C)cc1)(C3)C2	-12.7%	8.5%	0.8%	11.6%	-1.5%	6.9%	i	9.7%
49	COC(=O)c1ccc(CNC(=O)Cn2cnc3c(SC)nc(N)nc32)cc1	-5.6%	-15.9%	-0.3%	-2.8%	-8.7%	10.3%	-28.5%	-15.5%
